From PubChem
NR5A2 inv ag: NR5A2 inverse agonism in reporter assay. actives 0.13% (n = 360,000). inhibition, % at 3.6 µM. HEK293T StAR-luciferase reporter, LRH-1 transfected, 24 h. AID 602396;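 active means inhibition above the mean inhibition of all tested compounds plus 3 SD, cut at about 73% in these data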;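 further: 0% = DMSO wells and 100% = reporter-only cells lacking LRH-1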
Exocytosis inh: blocks lytic granule exocytosis. TALL-104 LAMP-1 surface exposure, flow cytometry; cells stimulated with thapsigargin and PMA. inhibition, % at 10 µM. actives 0.66% (n = 360,000);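 active means inhibition above about 55%, limit read from the data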
TLR9-MyD88 block: inhibitors of human TLR9-MyD88 binding | inhibition, % at 4.98 µM | actives 0.21% (n = 340,000) | AID 504734 | CHO BLA complementation TLR9-MyD88, CCF4 FRET ratio;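 active means inhibition above the mean over all tested compounds plus 3 SD, cut at about 21% in these data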;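 further: 0% = DMSO only wells and 100% = clavulanate BLA inhibitor control wells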
COUP-TFII inh: blocks human COUP-TFII nuclear receptor; P24468; HEK293T NGFI-A luciferase reporter, luminescence; inhibition, % at 8.6 µM; actives 0.7% (n = 370,000);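 active means inhibition above a per-plate cutoff, mean inhibition of test wells between control levels plus 3 SD, cut at about 38% in these data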;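 further: cells cotransfected with COUP-TFII expression vector driving the NGFI-A reporter; 0% = median of COUP-TF2 test wells and 100% = reporter-only cells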
ABHD5-PLIN5 inh: ABHD5-PLIN5 protein interaction inhibition | actives 0.78% (n = 360,000) | inhibition, % at 4 µM | AID 602281 | Split G. princeps luciferase complementation, luminescence, 4 h | Q00G26+Q8WTS1;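 active means inhibition above the mean inhibition across every tested compound plus 3 SD, cut at about 22% in these data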;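 further: 0% = DMSO only wells and the 100% control is not disclosed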
Target sequence (Q00G26 whole entry, looked up): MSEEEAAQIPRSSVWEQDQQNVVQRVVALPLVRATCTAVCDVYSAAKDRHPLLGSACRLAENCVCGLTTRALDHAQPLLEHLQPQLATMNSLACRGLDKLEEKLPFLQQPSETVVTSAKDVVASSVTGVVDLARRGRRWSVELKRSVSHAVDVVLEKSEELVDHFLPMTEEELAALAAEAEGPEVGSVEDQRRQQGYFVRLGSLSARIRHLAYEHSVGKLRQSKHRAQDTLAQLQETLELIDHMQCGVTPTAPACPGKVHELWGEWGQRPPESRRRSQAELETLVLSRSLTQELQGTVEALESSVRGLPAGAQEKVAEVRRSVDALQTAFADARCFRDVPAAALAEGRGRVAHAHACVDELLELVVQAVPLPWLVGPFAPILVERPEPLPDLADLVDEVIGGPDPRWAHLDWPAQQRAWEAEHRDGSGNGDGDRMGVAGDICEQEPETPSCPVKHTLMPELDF
Target sequence (Q8WTS1 whole entry, looked up): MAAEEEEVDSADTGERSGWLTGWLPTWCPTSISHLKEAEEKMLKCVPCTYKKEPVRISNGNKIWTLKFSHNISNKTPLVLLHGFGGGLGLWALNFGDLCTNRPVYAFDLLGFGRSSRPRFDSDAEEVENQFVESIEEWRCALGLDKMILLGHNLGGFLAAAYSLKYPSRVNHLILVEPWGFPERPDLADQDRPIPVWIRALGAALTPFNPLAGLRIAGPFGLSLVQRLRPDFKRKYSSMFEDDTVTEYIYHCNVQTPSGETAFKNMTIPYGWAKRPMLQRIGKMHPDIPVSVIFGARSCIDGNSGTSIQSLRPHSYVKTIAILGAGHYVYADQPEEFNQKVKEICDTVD
SRC1 inh: inhibitors of human steroid receptor coactivator 1 (SRC1) | Q15788 | HEK293 GAL4-SRC1 luciferase reporter, luminescence | inhibition, % at 3.6 µM | actives 0.12% (n = 360,000) | AID 588354;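 active means inhibition above the campaign mean plus 3 SD, with each screening campaign given its own cutoff, cut at about 60% in these data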;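 further: 0% = DMSO treated cells and 100% = gossypol at 36 µM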
NOD2 RIPK2 PPI: NOD2-RIPK2 protein interaction inhibition; O43353; CHO BLA complementation NOD2-RIPK2, CCF4 ratio; inhibition, % at 4.98 µM; actives 0.38% (n = 360,000); AID 624267; in the data active means inhibition above about 21%;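 further: 0% = vehicle only and 100% = reference blocker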
TROY NFkB inh: inhibitors of TROY-dependent NF-kB signaling. Q293 LMP1-TROYcd NF-kB luciferase reporter, 4 h. inhibition, % at 10 µM. actives 0.98% (n = 360,000). AID 1347056;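 active means compounds whose plate-normalised and pattern-corrected inhibition of the luciferase reporter signal at the single screening dose is 50% or more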
SRC3 inh: inhibits human SRC3 coactivator; AID 588352; actives 0.17% (n = 360,000); HEK293 GAL4-SRC3 luciferase reporter, luminescence; inhibition, % at 3.6 µM; Q9Y6Q9;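 active means inhibition above a per-campaign cutoff, the mean of all compounds plus 3 SD, cut at about 60% in these data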;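 further: 0% = DMSO-treated cells and 100% = gossypol-treated cells at 36 µM; higher means less SRC3-driven luciferase light from the GAL4 reporter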
SRC2 inh: human SRC2 (NCOA2) inhibition | HEK293 GAL4-SRC2 luciferase reporter, luminescence | inhibition, % at 9 µM | actives 0.17% (n = 370,000) | AID 651957;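 active means inhibition above the mean inhibition of all tested compounds plus 3 SD, set per campaign, cut at about 52% in these data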;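 further: 0% = DMSO treated cells and 100% = cells given Gossypol at 36 µM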
TWEAK-Fn14 inh: blocks TWEAK-Fn14 interaction in a reporter cell assay; TWEAK-stimulated Fn14 reporter cells, luciferase luminescence, 8 h; actives 2% (n = 360,000); inhibition, % at 10 µM; in the data active means inhibition above about 50%
Active calls of the source: *; x = no result given. An excerpt (hit frequency here may not be typical).

SMILES	NR5A2 inv ag	Exocytosis inh	TLR9-MyD88 block	COUP-TFII inh	ABHD5-PLIN5 inh	SRC1 inh	NOD2 RIPK2 PPI	TROY NFkB inh	SRC3 inh	SRC2 inh	TWEAK-Fn14 inh
O=C(CC(=O)Nc1ccc(Br)cc1)Nc1ccc(Br)cc1	5	0	1	-4	-7	-9	-3	-4	-3	-5	-12
CC(=O)N1CCc2cc(S(=O)(=O)CCC(=O)N3CCN(c4ccccn4)CC3)ccc21	9	-1	4	7	5	8	-3	-17	14	-9	10
CCCn1c(N)c(C(=O)CSc2nnc(-c3ccoc3C)n2C)c(=O)n(C)c1=O	13	6	-3	4	1	0	-5	6	-2	10	9
Cn1nc(C(=O)OCC(=O)Nc2cccc(S(=O)(=O)N3CCCC3)c2)c2ccccc2c1=O	-1	-1	1	10	-1	6	-1	20	3	-20	-10
N#CC[C@H](Cc1ccccc1)N1CCN(CCc2ccccc2)CCC1=O	-17	-16	9	-14	4	-2	-5	4	10	10	-5
O=C(Nc1ccc(F)cc1)c1ccc(-n2cncn2)c([N+](=O)[O-])c1	11	0	8	-4	3	-12	1	3	24	-3	-7
COc1ccc(Cl)cc1NC(=O)CN(C)C(=O)Cc1ccsc1	13	-10	0	3	6	8	0	-18	-15	-5	5
Cc1ccc(Nc2cc(C)nn2-c2nc(C)cc(=O)[nH]2)cc1	67	2	41*	x	-6	-300	53*	84*	25	x	108*
COc1ccc(CCNC(=O)C(=O)NCC2OCCN2S(=O)(=O)c2ccc(F)cc2)cc1OC (stereo not given)	-30	12	-2	-2	2	13	-7	-13	-8	-16	-2
COc1ccc2c(c1)C1NC(=S)N[C@@](C)(O2)C1C(=O)Nc1ccccc1 (stereo not given in full)	-9	2	6	0	-8	-25	-4	7	3	4	9
O=C1NC(=S)N/C1=C\C=C\c1ccccc1	-57	2	x	-22	4	-26	-4	-28	-8	-58	-27
CC1(C)OC2C(CO)OC(n3cnc4c(=S)nc(N)[nH]c43)C2O1 (stereo not given)	-6	-2	x	x	-2	12	-4	11	6	x	7
CC(=O)Nc1ccc(C(=O)Nc2ccc3c(c2)OCO3)cc1	-30	2	-7	-8	4	-7	-4	-50	-16	-18	-1
CNc1cncc(-c2cccc(O)c2)n1	-11	9	x	-7	-8	2	-10	-6	-21	3	-7
COc1ccc(C2C=C(c3ccccc3)Nc3ncnn32)cc1 (stereo not given)	-3	-2	39*	0	-2	2	46*	31	-16	-11	-4
O=C(Nc1nnc(COc2ccc(F)cc2)s1)c1cccs1	-11	-3	7	1	-4	9	3	-20	9	14	2
O=C(Cc1cccs1)Nc1nnc(Cc2ccccc2)s1	-15	-1	0	7	-12	-13	-5	-14	5	-14	-7
Cc1ccc(C2=CC(c3cccs3)n3nnnc3N2)cc1 (stereo not given)	11	-3	-3	-12	-2	-36	0	-66	-16	-23	-8
COc1ccccc1CSc1ncc(-c2ccc([N+](=O)[O-])cc2)[nH]1	-13	2	21*	-30	0	-15	29*	-39	-16	-3	-1
COC(=O)C1CC(O)CN1C(=O)Nc1ccccc1 (stereo not given)	-18	0	0	-8	-5	-4	6	9	-6	-28	6

An excerpt from above in order of number of heavy atoms, largest number first:
SMILES	NR5A2 inv ag	Exocytosis inh	TLR9-MyD88 block	COUP-TFII inh	ABHD5-PLIN5 inh	SRC1 inh	NOD2 RIPK2 PPI	TROY NFkB inh	SRC3 inh	SRC2 inh	TWEAK-Fn14 inh
COc1ccc(CCNC(=O)C(=O)NCC2OCCN2S(=O)(=O)c2ccc(F)cc2)cc1OC (stereo not given)	-30	12	-2	-2	2	13	-7	-13	-8	-16	-2
Cn1nc(C(=O)OCC(=O)Nc2cccc(S(=O)(=O)N3CCCC3)c2)c2ccccc2c1=O	-1	-1	1	10	-1	6	-1	20	3	-20	-10
CC(=O)N1CCc2cc(S(=O)(=O)CCC(=O)N3CCN(c4ccccn4)CC3)ccc21	9	-1	4	7	5	8	-3	-17	14	-9	10
CCCn1c(N)c(C(=O)CSc2nnc(-c3ccoc3C)n2C)c(=O)n(C)c1=O	13	6	-3	4	1	0	-5	6	-2	10	9
N#CC[C@H](Cc1ccccc1)N1CCN(CCc2ccccc2)CCC1=O	-17	-16	9	-14	4	-2	-5	4	10	10	-5
COc1ccc2c(c1)C1NC(=S)N[C@@](C)(O2)C1C(=O)Nc1ccccc1 (stereo not given in full)	-9	2	6	0	-8	-25	-4	7	3	4	9
O=C(Nc1ccc(F)cc1)c1ccc(-n2cncn2)c([N+](=O)[O-])c1	11	0	8	-4	3	-12	1	3	24	-3	-7
COc1ccc(Cl)cc1NC(=O)CN(C)C(=O)Cc1ccsc1	13	-10	0	3	6	8	0	-18	-15	-5	5
O=C(Nc1nnc(COc2ccc(F)cc2)s1)c1cccs1	-11	-3	7	1	-4	9	3	-20	9	14	2
O=C(Cc1cccs1)Nc1nnc(Cc2ccccc2)s1	-15	-1	0	7	-12	-13	-5	-14	5	-14	-7
COC(=O)C1CC(O)CN1C(=O)Nc1ccccc1 (stereo not given)	-18	0	0	-8	-5	-4	6	9	-6	-28	6
O=C1NC(=S)N/C1=C\C=C\c1ccccc1	-57	2	x	-22	4	-26	-4	-28	-8	-58	-27
CNc1cncc(-c2cccc(O)c2)n1	-11	9	x	-7	-8	2	-10	-6	-21	3	-7

Following part.
SMILES	NR5A2 inv ag	Exocytosis inh	TLR9-MyD88 block	COUP-TFII inh	ABHD5-PLIN5 inh	SRC1 inh	NOD2 RIPK2 PPI	TROY NFkB inh	SRC3 inh	SRC2 inh	TWEAK-Fn14 inh
Brc1ccc(OCCOCCN2CCOCC2)cc1	-16	4	-3	-19	2	4	-3	-3	3	5	-1
Cc1ccc(C(=O)NCCCNCCCNC(=O)c2ccc(C)nc2)cn1	19	1	8	27	-1	-6	-7	20	9	13	-9
COc1ccc(CC(=O)Nc2ccc3nc(C)sc3c2)cc1OC	6	1	-6	4	-4	-16	-10	18	1	-14	3
Cc1n[nH]c(=O)nc1NCc1ccc(Cl)cc1	10	0	7	11	2	4	-10	-15	-4	9	-34
CCc1c(C)nc(SCC(=O)N2CCN(c3ccccc3OC)CC2)[nH]c1=O	11	0	-8	4	-3	-8	-2	-15	-13	-24	10
Cc1ccc(-n2c(=O)c(C#N)cc3c(=O)n4cccc(C)c4nc32)cc1	-19	-4	-9	11	3	13	-4	-6	18	10	18
Cc1[nH]n(-c2ccccc2)c(=O)c1N=Nc1cccc(Cl)c1	9	-9	-9	16	-1	-9	0	-35	-13	10	-9
COc1ccccc1CN1C(=S)SC(C)(C)C1NO (stereo not given)	-11	5	-4	11	-4	-8	4	5	3	-28	9
Cc1ccccc1C(=O)c1c[nH]c(C(=O)NCCc2ccccn2)c1	8	1	12	-4	3	15	5	26	-1	16	-12
Cc1ccc(NC(=O)c2cnccn2)cc1	-87	-6	-5	-30	1	-70	-10	-54	-60	-62	1
C=C(C)CNC(=S)N1CCNC(=O)C1CC(=O)OC (stereo not given)	-19	-1	-6	0	0	-41	-4	-25	10	-5	-25
CCC(=O)NCCNc1nc2cc(C)c(C)cc2cc1C#N	-20	0	-5	-8	2	-14	-5	-12	-3	4	-16
O=C(NCCc1ccc(Cl)cc1)C1CCN(S(=O)(=O)N2CCCCC2)CC1	-23	1	-7	x	-9	6	7	3	16	x	-6
O=C(Cc1ccc(Br)cc1)Nc1ccc(Cl)cc1	-21	-7	-5	-26	-10	-26	15	-26	-20	-11	-22
CC(C)(C)OC(=O)C[C@H]1C/C=C\C[C@@H](CC(=O)NCCO)C(=O)NC[C@H](c2ccccc2)OC1=O	20	-4	-4	16	-6	-11	-27	-2	13	2	2
Cc1ccc(Cl)cc1N1CCN(C(=O)CNC(=O)c2ccc(Br)o2)CC1	-17	3	-16	4	4	-4	7	9	-6	1	3
COCCCn1cc(CN2CC(N3CCN(CCN(C)C)CC3)CS2(=O)=O)nn1 (stereo not given)	-12	-2	x	-7	1	x	-1	0	x	4	6
C[C@H](NC(=O)c1ccc(Cl)cc1)C(=O)NCCc1ccc(S(N)(=O)=O)cc1	5	-2	2	-1	3	2	-2	0	-4	10	-10
Cc1c(C(=O)O)cccc1-n1c(C)cc(/C=C(/C#N)C(=O)NCc2ccccc2)c1C	-11	10	x	-8	0	4	-5	2	-4	-18	19
CCOC(=O)N1CCC(NS(=O)(=O)c2ccc(C)c(Cl)c2)CC1	17	1	x	11	1	-5	-9	11	19	-10	2
CCOC(=O)c1c(NC(=O)COc2ccc3ccc(=O)oc3c2)sc(C(=O)N(C)C)c1C	-6	0	0	24	3	-26	-1	21	-11	-11	-12
Cc1nc(SCc2nc3ccc(C(F)(F)F)cc3[nH]2)c2oc3ccccc3c2n1	15	-2	2	20	-12	-10	3	34	8	2	30
CCOc1cc(Br)c(C(C)NC(=O)c2cccnc2)cc1OCC (stereo not given)	7	10	x	25	-85	-10	6	-12	19	26	9
O=C(COC(=O)CN=C1NS(=O)(=O)c2ccccc21)Nc1ccccc1OC(F)F	-24	-3	-2	-18	-6	-19	-3	-2	12	-22	13
Cc1ccc2nc(-c3ccc(-c4ccccn4)s3)cn2c1	-162	-2	-6	-28	3	-78	-7	-50	-84	-50	-17
Cc1cccc(N2CCN(C(=O)c3nn(C)c4c3CS(=O)(=O)c3ccccc3-4)CC2)c1C	-6	22	11	12	-6	11	13	10	11	2	15
C/C(CCC(C)C)=N\NC(=O)COc1ccccc1-c1ccccc1	-8	-1	5	-80	-4	-47	9	9	-25	22	11
COc1cc(C(=O)NCc2ccco2)cc(OC)c1OC	-5	-9	0	17	-5	-13	-6	1	8	-2	-17
CCCCN1C(=O)/C(=c2\sc3nc(=O)c(-c4ccccc4)nn3c2=O)c2ccccc21	7	-4	-1	0	-14	-9	-4	-6	-6	18	11
O=C(NN1C(=O)/C(=C/C=C/c2ccco2)SC1=S)c1ccncc1	2	-6	x	9	11	4	-7	5	1	-40	6
CCOc1ccc2c(c1)C(=O)C(=O)N2CC1COc2ccccc2O1 (stereo not given)	-16	37	-3	4	2	18	5	11	7	9	-4
CCCCNCC(=O)Nc1sc(C)c(C)c1C(=O)OCC	-10	-3	2	6	2	2	-3	-11	3	-16	-8
CCOc1ccccc1NS(=O)(=O)c1ccc2c(c1)NC(=O)CCS2	-19	-3	-4	-8	1	2	-2	-18	1	5	-18
Cc1c(C(=O)O)oc2ccc(S(=O)(=O)N3CCCC3)cc12	9	0	12	-10	9	-13	0	18	17	-6	14
O=S(=O)(c1cccc(NC(=S)N2CCN(c3ccc(F)cc3)CC2)c1)C(F)F	6	-2	-8	20	-4	6	-6	37	-11	19	38
